Bioassay records (PubChem)
SIAE primary – inhibitors of human sialic acid acetylesterase SIAE. Q9HAT2. SIAE FP-Rh probe binding, fluorescence polarization. inhibition, % at 9.66 µM. hit rate 0.69% among 370,000;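 active = inhibition above a cutoff: mean of compounds within the control limits plus 3 SD of those, cut at about 17% in these data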;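 also: 0% = plate median of compound wells and 100% = probe without SIAE protein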
PG9 binder – binds the HIV-1 gp120 antibody PG9 | AID 624416 | TR-FRET gp120-PG9 antibody binding | hit rate 0.43% among 360,000 | inhibition, % at 6.7 µM; in the data active = inhibition above about 8.5%
HTRA1 inh – inhibitors of human serine peptidase HTRA1 | inhibition, % at 5.96 µM | Q92743 | AID 504803 | hit rate 0.5% among 340,000 | recombinant HTRA1, FP-rhodamine activity-based probe, fluorescence polarization; in the data active = inhibition above about 36%;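 also: 0% = enzyme with DMSO and 100% = wells lacking enzyme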
TDP2 absorb – blocks human TDP2 phosphodiesterase activity; O95551; recombinant TDP2, T5PNP hydrolysis, p-nitrophenol absorbance 415 nm; inhibition, % at 12.8 µM; hit rate 0.34% among 370,000;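 active = inhibition above the mean of all tested compounds plus 3 SD, set per campaign, cut at about 25% in these data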;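 also: 0% = DMSO with enzyme and 100% = buffer with substrate but no TDP2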
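Evaluation: % inhibition relative to enzyme-containing and enzyme-free wells. Material: recombinant human TDP2. Benchmarks: enzyme-free and DMSO wells. Timing: enzyme reaction with compound for 2 h at 37 °C. Compound dosing: 12.8 µM only. Measured by: p-Nitrophenol epi absorbance. Reagent: T5PNP substrate at 5 mM, a TopII-DNA adduct mimic. Replication: single well per compound.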
TCR CD3 inh – human TCR-CD3 binding inhibition. inhibition, % at 9.4 µM. TAMRA-labeled TCR probe fluorescence, biochemical. hit rate 0.37% among 360,000; in the data active = inhibition above about 19%;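 also: recombinant mutant TCR 2C K166C tagged with TAMRA read by polarization; 0% = receptor in buffer alone and 100% = receptor with positive control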
LEDGF integ inh – blocks HIV-1 LEDGF/p75-dependent DNA integration | TR-FRET IN-LEDGF/p75 DNA integration, Eu/Cy5 | inhibition, % at 3.7 µM | hit rate 0.64% among 370,000;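 active = inhibition above the screen-wide mean plus 3 SD, cut at about 13% in these data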;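 also: signal is the Cy5 over europium emission ratio at 671 and 618 nm; 0% = plate median of compound wells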
mABHD4 FP – ABHD4 (mouse) inhibition, primary FP screen. purified mABHD4, FP-Rh probe fluorescence polarization. inhibition, % at 8.92 µM. hit rate 0.54% among 370,000. AID 720543;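 active = inhibition exceeding the mean over every tested compound plus 3 SD, cut at about 30% in these data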;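 also: 0% = plate median of compound wells and 100% = S159A mutant with DMSO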
Target sequence (Q8VD66 whole entry, looked up): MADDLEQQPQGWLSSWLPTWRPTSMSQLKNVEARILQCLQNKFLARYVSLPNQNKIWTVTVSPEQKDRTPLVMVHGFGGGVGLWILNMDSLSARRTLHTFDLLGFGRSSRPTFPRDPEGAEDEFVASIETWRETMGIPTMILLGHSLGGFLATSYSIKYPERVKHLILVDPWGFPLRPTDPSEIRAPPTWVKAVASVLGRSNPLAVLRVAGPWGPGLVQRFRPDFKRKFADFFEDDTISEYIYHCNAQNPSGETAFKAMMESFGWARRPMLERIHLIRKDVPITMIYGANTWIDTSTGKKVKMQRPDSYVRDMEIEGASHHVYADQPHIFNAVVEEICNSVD
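Test system: mouse ABHD4 enzyme, wild type. Reagent: FP-Rh fluorescent activity-based probe, added after compound pre-incubation. Timing: pre-incubation 45 min, probe exposure 60 min, at 25 °C. Technique: FP readout, ex 525 nm / em 598 nm. Benchmarks: high control S159A mutant with DMSO, low control median of compound wells.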
DDE Tn7 FP inh – DD(E)-Tn7 binding inhibition, primary FP screen; P02675; FP displacement of FITC-Tn7 peptide from fibrin DD(E); 0% = median of compound wells per plate; inhibition, % at 8.3 µM; hit rate 0.13% among 370,000;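 active = inhibition above the mean of compounds falling within the control limits plus 3 SD of them, cut at about 14% in these data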;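 also: 0% = plate median of compound wells and 100% = 10 µM Aha-Tn7 peptide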
Target sequence (P02675 whole entry, looked up): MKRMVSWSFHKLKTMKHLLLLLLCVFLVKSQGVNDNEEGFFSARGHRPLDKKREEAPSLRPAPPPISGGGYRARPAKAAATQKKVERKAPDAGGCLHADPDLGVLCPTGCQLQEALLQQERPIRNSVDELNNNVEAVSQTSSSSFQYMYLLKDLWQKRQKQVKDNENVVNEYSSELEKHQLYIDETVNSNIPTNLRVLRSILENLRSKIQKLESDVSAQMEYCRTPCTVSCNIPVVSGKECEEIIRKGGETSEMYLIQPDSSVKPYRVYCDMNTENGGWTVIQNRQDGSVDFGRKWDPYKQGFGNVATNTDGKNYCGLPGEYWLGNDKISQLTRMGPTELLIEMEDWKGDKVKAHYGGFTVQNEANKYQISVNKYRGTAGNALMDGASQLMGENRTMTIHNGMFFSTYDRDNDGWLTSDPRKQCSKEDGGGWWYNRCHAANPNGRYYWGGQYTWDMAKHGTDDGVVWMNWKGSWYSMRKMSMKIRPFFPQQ
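Test system: human clot-derived fibrin DD(E) complex / Quantity: 2 µM final DD(E) protein / Incubation: 10 min plus 3 h, room temperature / Measured by: fluorescence polarization / Benchmarks: high control of 10 µM Aha-Tn7 peptide / Replicates: singlicate testing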
PRMT1 FP inh – inhibitors of human PRMT1; recombinant PRMT1, activity-based probe fluorescence polarization; inhibition, % at 2.79 µM; hit rate 1.3% among 370,000;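 active = inhibition above about 21% made by adding two undisclosed values, limit read from the data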
UHRF1 MBD2 ctr – human UHRF1 methylated DNA binding inhibitors; Q96T88; UHRF1 binding to methylated oligo, TR-FRET; inhibition, % at 4.4 µM; hit rate 0.75% among 370,000; AID 687016; in the data active = inhibition above about 21%;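 also: UHRF1 SRA domain binding a hemimethylated CpG hairpin DNA probe; 0% = median of test compound wells and 100% = reference inhibitor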
An asterisk follows results filed as active; · = no result given.

PRMT1 FP inh	HTRA1 inh	mABHD4 FP	LEDGF integ inh	SIAE primary	UHRF1 MBD2 ctr	DDE Tn7 FP inh	TDP2 absorb	PG9 binder	TCR CD3 inh	molecule
2	·	-4	-5	11	-4	2	7	0.9	-2	COC(=O)Cc1nc(Nc2ccccc2)sc1C
-3	·	1	-1	4	-1	-1	-18	-0.5	10	Cc1cccc(CN2CCN(C3CN(Cc4ccccc4)S(=O)(=O)C3)CC2)c1 (stereo not given)
-5	6	0	2	0	-1	-9	-11	-0.8	-2	COc1ccc(Cl)cc1NC(=O)CCN1CCOCC1
4	-5	-4	-2	-2	18	12	-7	2.4	-9	Nc1nc(SCC(=O)Nc2ccccc2Sc2ccccc2)n[nH]1
1	3	-3	2	0	-2	-7	3	0.3	0	CC(Sc1nnc(-c2cccnc2)n1-c1ccccc1)C(=O)NCc1ccc2c(c1)OCO2 (stereo not given)
0	2	0	0	-2	-1	4	6	1.3	5	O=C(Nc1ccc2nc3n(c(=O)c2c1)CCCCC3)c1ccccc1[N+](=O)[O-]
2	7	-6	-2	0	2	5	0	-0.4	8	CCOc1cc(/C=N/NC(=O)c2nn(C)cc2Br)ccc1OCc1ccccc1
-4	-8	-4	-1	-8	0	0	-14	-3.4	8	CCc1nc2ccccc2c(C(=O)Oc2ccc(C(=O)OC)cc2)c1C
-2	4	7	0	1	3	1	-2	-0.8	4	CCO[C@H]1c2c(ccc3ccc(=O)oc23)OC(C)(C)[C@H]1O
-6	-10	19	-2	-3	-3	2	0	-1.6	0	NC(=S)Cc1nc(-c2ccc(Cl)cc2)cs1
4	1	9	-4	-1	-2	-1	-7	-1.2	-5	CCCCC(=O)NC(=S)NNC(=O)CC
3	-3	7	-4	-1	-1	8	23	1.1	-3	CCCCOc1ccc(N2CC(C(=O)NCc3ccco3)CC2=O)cc1 (stereo not given)
0	-9	-1	-2	-6	1	6	-13	-0.8	3	Cc1ccc(N(Cc2ccc([N+](=O)[O-])cc2)C(=O)c2ccco2)cc1
-2	11	13	-2	1	7	-6	-13	1.6	-9	O=c1[nH]c2ccc(Cl)cc2c(-c2ccccc2)c1N1CCN(CCO)CC1
2	5	1	1	0	1	4	6	0.1	-5	CC(C)(C)C(=O)O/N=C(\N)Cc1ccc(-c2csnn2)cc1
-1	-4	7	0	18*	0	1	2	0.5	2	COc1ccc2nc(SCC(=O)N(C)CC(=O)Nc3ccc(F)cc3)[nH]c2c1
-2	-5	-2	1	-6	4	-9	-10	-1.4	-2	COc1ccc(CCNC(=O)c2c(-c3ccccc3)noc2C)cc1OC
4	-3	7	4	-14	-2	-5	0	-2.5	0	COc1ccc2cc(C(=O)Nc3ccc(O)cc3)sc(=O)c2c1OC
-5	-1	3	-1	8	-3	-2	13	-1.5	5	COc1cc(C(=O)O/N=C(\N)c2ccccn2)cc(OC)c1OC
-2	1	-11	-3	0	0	-1	6	-1.8	-1	CCOC(=O)Cc1csc(NC(=O)c2c(-c3ccccc3)noc2C)n1
-3	4	0	-1	6	-1	0	-10	-3.5	1	O=C(/C=C/c1cccc(F)c1)NCCCn1ccnc1
2	1	-2	1	1	1	-4	4	-1.5	6	CCOC(=O)C1CCN(C(=O)c2ccccc2NS(=O)(=O)c2cc(C)ccc2C)CC1
-2	·	-8	-2	-1	-1	8	1	1.5	-4	CCOC(=O)c1ccc(-n2cnc(-c3ccc([N+](=O)[O-])cc3)c2)cc1
2	-15	3	-1	-2	1	1	-10	-6.5	-5	O=C(NCc1ccco1)/C(=C\C=C\c1ccccc1)NC(=O)c1ccccc1Br
4	2	0	-2	-2	2	-3	-1	-1.4	-6	Brc1ccc(-c2csc(N3CCOCC3)n2)cc1
0	7	-8	1	5	4	-1	-10	2.9	-10	Cc1oc2cc(O)ccc2c(=O)c1Oc1ccccc1
5	-23	-11	1	-6	6	-2	-3	1.2	4	CN1CCc2c(OCC(=O)N3N=C(c4cccs4)CC3c3ccc(F)cc3)cccc2C1=O (stereo not given)
18	-20	-7	1	-3	6	1	-16	5.1	-2	COC(=O)c1c(NC(=O)C2CCCCC2C(=O)O)sc2c1CCCCC2 (stereo not given)
-3	-2	-1	3	-4	-4	0	1	-0.8	5	Cc1sc2ncnc(N3CCC(C(=O)N(CC(C)C)c4nc5ccccc5s4)CC3)c2c1C
1	1	-3	-1	-2	4	-8	3	0.0	-6	CCOc1ccc2c(c1)sc(=NC(=O)C1CC1)n2C
1	-3	3	2	8	4	3	8	-0.8	1	O=C(O)c1cccc(-n2cccc2/C=C2/NC(=O)N(Cc3ccccc3F)C2=O)c1
-5	-1	-4	1	3	-2	-2	12	-0.3	1	COc1ccc(NC(=O)c2c(Cl)nc3ccccn23)cc1
-2	5	7	4	4	0	5	20	0.9	5	CCc1ccc(N(CC(=O)NC2CCCC2)C(=O)CCC(=O)Nc2ccccn2)cc1
-1	-17	2	-9	-12	3	7	4	-1.5	0	COC(=O)Cc1ccc(N(Cc2ccccc2F)S(=O)(=O)c2ccc(Br)cc2)cc1
5	·	6	-3	8	10	-4	21	0.2	-2	O=S(=O)(Nc1ccc(N2CCCCC2)cc1)c1ccc(F)cc1
-5	-3	-2	4	3	-1	0	-13	-2.6	3	O=S(=O)(CC(O)COc1ccc(Br)cc1)c1ccccc1 (stereo not given)
2	-1	-11	-7	0	2	5	-6	-0.8	9	Cc1ccccc1OCC(=O)NNC(=S)NC(=O)c1ccccc1[N+](=O)[O-]
5	6	9	0	1	9	-1	1	-2.2	7	N#Cc1c(/N=C/c2ccc(-c3ccccc3C(=O)O)o2)sc2c1CCCC2
-2	1	-1	3	0	0	-2	3	-2.3	2	CCC(=O)Nc1ccc2nc(C)n(Cc3ccccc3Cl)c(=O)c2c1
8	-6	-14	-1	-25	3	-5	-15	-0.4	-10	Cc1ccc(-c2nnc(COC(=O)c3cc(=O)[nH]c4ccccc34)o2)cc1

A portion taken from the entries so far:
PRMT1 FP inh	HTRA1 inh	mABHD4 FP	LEDGF integ inh	SIAE primary	UHRF1 MBD2 ctr	DDE Tn7 FP inh	TDP2 absorb	PG9 binder	TCR CD3 inh	molecule
-2	1	-1	3	0	0	-2	3	-2.3	2	CCC(=O)Nc1ccc2nc(C)n(Cc3ccccc3Cl)c(=O)c2c1
8	-6	-14	-1	-25	3	-5	-15	-0.4	-10	Cc1ccc(-c2nnc(COC(=O)c3cc(=O)[nH]c4ccccc34)o2)cc1

Later entries:
PRMT1 FP inh	HTRA1 inh	mABHD4 FP	LEDGF integ inh	SIAE primary	UHRF1 MBD2 ctr	DDE Tn7 FP inh	TDP2 absorb	PG9 binder	TCR CD3 inh	molecule
-3	-1	1	2	-1	-2	6	3	1.2	5	COc1ccccc1-c1cc(C(F)(F)F)n2ncc(S(=O)(=O)c3ccccc3)c2n1
4	2	-8	-4	-4	4	4	0	1.9	-2	COc1cc(/C=C/C(=O)c2ccc(F)cc2)cc(OC)c1OC
-1	2	-2	0	1	-1	-5	0	-2.2	3	Cc1ccnc(NC(=O)Cc2ccc([N+](=O)[O-])cc2)c1
-1	8	3	-2	2	3	-1	-3	0.0	3	CCCCNC(=O)CC1C(=O)N(Cc2ccccc2)C(C)c2nc3ccccc3n21 (stereo not given)
1	·	-5	4	-2	14	-2	-6	-1.7	1	Cc1nc(C2CCC3C4CCC5=CC(=O)CC[C@]5(C)C4CC[C@]23C)cs1 (stereo not given in full)
2	-1	-3	-5	-2	4	-2	-1	-2.5	-4	Cc1ccc(C(=O)N2CCN=C2SCc2ccc([N+](=O)[O-])cc2)cc1
-5	3	0	3	4	-4	3	12	-0.3	0	Cc1cc(/C=C(\C#N)C(=O)O)c(C)n1C1CC1
-1	-2	4	-8	-11	2	-4	-10	2.1	-5	Cc1cc2ccccc2n2c(SCC(=O)Nc3ccc(S(=O)(=O)N4CCCCC4)cc3)nnc12
0	-9	-7	0	4	4	3	-1	2.4	-2	CCOC(=O)CSc1nc(C)c2ccc(C)cc2n1
-1	0	-1	-5	2	3	-8	0	-1.0	0	O=C(NCC1CCCO1)c1cc(-c2ccncc2)nc2ccc(S(=O)(=O)N3CCOCC3)cc12 (stereo not given)
-2	-2	-1	5	8	1	1	9	-2.0	10	COC(=O)/C(=N/Nc1ccccc1OC)N1CCCc2ccccc21
-8	6	-9	5	-6	4	-1	-16	-2.7	3	COc1ccc([N+](=O)[O-])cc1NC(=O)CCN1CCN(CCO)CC1
3	-63	-27	2	-19	-2	-7	9	-0.3	-3	Cc1nc(-c2cccc(NS(=O)(=O)c3ccc4ccccc4c3)c2)cs1
0	4	5	2	10	1	-1	-9	0.7	7	O=C(O)C1C(c2ccccc2)C(C(=O)OCc2ccco2)C1c1ccccc1 (stereo not given)
2	0	2	-4	6	1	-3	-6	-2.4	3	CCOC(=O)CNC(=O)c1cccnc1
-2	2	2	1	6	-1	-1	15	-1.1	-2	Cc1ccc(N(CN2C(=O)NC(C)(C)C2=O)CN2C(=O)NC(C)(C)C2=O)cc1
-4	4	5	-3	-2	2	0	-10	-0.7	-4	CC1CCCN(CCCNC(=O)c2ccc(N3CCCC3=O)cc2)C1 (stereo not given)
-4	-13	-11	-1	-9	1	-2	-8	0.1	4	Cc1cccc(C)c1NC(=O)C(C)c1ccc(-c2ccccc2)c(F)c1 (stereo not given)
2	-33	-25	5	-9	0	-10	6	-0.2	6	COc1ccccc1NC(=O)CC(c1ccc(OC(C)C)cc1)c1ccccc1OC (stereo not given)
-5	2	-3	-4	-7	-2	-8	8	-1.2	0	O=C(NC1CC1)c1cccc(NC(=O)C2CCC2)c1
-4	-9	-1	0	4	1	5	-2	-0.7	-6	Cc1ccc(C(=O)N2CCN(c3cccc(C)c3C)CC2)cc1S(=O)(=O)N1CCOCC1
5	-1	-3	-4	4	1	2	-5	0.2	-4	COc1cc(SC)ccc1C(=O)OCC(=O)N1CC(=O)Nc2ccccc21
3	-5	-4	2	12	4	-4	-3	-1.3	3	CCc1ccccc1NCc1cc(=O)oc2cc(C)ccc12
-3	5	-4	1	13	-2	10	-13	-1.7	3	COc1cc(C)c(C)cc1S(=O)(=O)n1c(C)nc2ccccc21
2	6	9	0	5	0	3	-5	1.3	-4	COc1cc(CN2CCNC(=O)C2CC(=O)N(C)Cc2cccnc2)cc(OC)c1 (stereo not given)

Structures above printed as active in SIAE primary:
PRMT1 FP inh	HTRA1 inh	mABHD4 FP	LEDGF integ inh	SIAE primary	UHRF1 MBD2 ctr	DDE Tn7 FP inh	TDP2 absorb	PG9 binder	TCR CD3 inh	molecule
-1	-4	7	0	18*	0	1	2	0.5	2	COc1ccc2nc(SCC(=O)N(C)CC(=O)Nc3ccc(F)cc3)[nH]c2c1
